# Source: PubChem BioAssay (National Center for Advancing Translational Sciences (NCATS))
# aSyn tox rescue: inhibitors of alpha-synuclein toxicity in yeast; AID 1347070; Potency, µM (series often up to 46.1 µM), inactives show top-dose growth rescue (activation), most hits filed as activators; S. cerevisiae alpha-synuclein toxicity rescue, BacTiter-Glo growth, 24 h; actives 0.02% (n = 94,000); active = well fitted activation curve with a large enough effect; also: 0% is about no effect
#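 Growth restoration measured by BacTiter-Glo luminescence after 24 hr at 30 deg C; alpha-synuclein yeast, raffinose-pregrown to mid-log, were added at OD600=0.02 in galactose medium onto pinned compounds.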
# The depositor's hits bear a star; & = joins results of further samples; [ ] = another dose, or the depositor's remark. Potency is read from the fitted curve at half-maximal effect.
Compound,aSyn tox rescue
COc1ccccc1CC(=O)Nc1ccc2nc(Nc3cccc(C(F)(F)F)c3)cc(C)c2c1,-7%
CCOc1ccc(Oc2ccccc2NC(=O)CSCC(=O)Nc2cc(C)on2)cc1,1%
Cn1c(=O)c2ccccc2n(CC(=O)NCCC2=CCCCC2)c1=O,-9%
CCCN(Cc1cc2cc(OC)ccc2[nH]c1=O)C(=O)c1ccco1,-7%
CCN(c1ccccc1)S(=O)(=O)c1nnc(NC(=O)C2CCCCC2)s1,4%
COCCNc1ccc2cc(S(=O)(=O)N3CCCCC3)ccc2n1,11%
CC(=O)N1CCc2c(sc3c2c(=O)n(Cc2ccccc2)c(=O)n3Cc2ccc(Cl)cc2)C1,9%
Cc1ccc(S(=O)(=O)N(C)C)cc1NC(=O)COC(=O)C1COc2ccccc2O1 (configuration not stated),-3%
Cc1ccc(-n2ncc3c(N4CCN(CCO)CC4)ncnc32)cc1Cl,7%
CCc1ccc(S(=O)(=O)NC(=S)Nc2ccccc2)cc1,-8%
Cc1ccc(-c2nc3cnccn3c2Nc2ccc3c(c2)OCO3)cc1,4%
C[C@H](CO)N1C[C@H](C)[C@@H](CN(C)C(=O)Nc2ccc(F)cc2)Oc2cc(Br)ccc2S1(=O)=O,-5%

# Rewritten with each value named: part of the list above
Molecule: CCc1ccc(S(=O)(=O)NC(=S)Nc2ccccc2)cc1
  aSyn tox rescue: -8%
Molecule: COc1ccccc1CC(=O)Nc1ccc2nc(Nc3cccc(C(F)(F)F)c3)cc(C)c2c1
  aSyn tox rescue: -7%
Molecule: Cc1ccc(S(=O)(=O)N(C)C)cc1NC(=O)COC(=O)C1COc2ccccc2O1 (configuration not stated)
  aSyn tox rescue: -3%

# (listing goes on)
Compound,aSyn tox rescue
Cc1ccc(CNC(=O)CCS(=O)(=O)c2ccc3nc(C)sc3c2)cc1,4%
CCn1cc(C(=O)NC(C)c2ccccc2)c(=O)c2cc(S(=O)(=O)N3CCc4ccccc4C3)ccc21 (configuration not stated),-1%
Cc1ccc(-c2cn3cccnc3n2)cc1NC(=O)Cc1ccccc1,-10%
COc1ccc(/C=N/NC(=O)C(=O)N2CCCC2)cc1,-8%
Cc1ccccc1N(C(=O)CCCC(=O)Nc1ccccn1)C(C(=O)NC1CCCC1)c1ccc(O)cc1 (configuration not stated),0%
O=C(NCC(c1cccs1)S(=O)(=O)c1cccs1)c1ccc(Cl)cc1 (configuration not stated),1%
Cc1ccc(C)c(N(C)C(=O)Cc2c(C(=O)O)[nH]c3ccc(Cl)cc23)c1,-8%
Cc1c(C)n2c(SCC(=O)N3CCC(C)CC3)nnc2[nH]c1=O,-7%
COc1ccccc1CNC(=O)c1oc2ccc(S(=O)(=O)N3CCCCC3)cc2c1C,9%
CCN(CC)S(=O)(=O)c1ccc(/C=C/C(=O)Nc2c(C)n(C)n(-c3ccccc3)c2=O)cc1,-3%
CCn1nc(C)c(/C=C/C(=O)Nc2ccc(C)cc2C)c1C,-7%
Cc1ccc(Cn2c(SCC(=O)NCc3ccccc3Cl)nc3ccsc3c2=O)cc1,4%

# Part of the list above, with each value named:
CCN(CC)S(=O)(=O)c1ccc(/C=C/C(=O)Nc2c(C)n(C)n(-c3ccccc3)c2=O)cc1
  aSyn tox rescue: -3%
CCn1nc(C)c(/C=C/C(=O)Nc2ccc(C)cc2C)c1C
  aSyn tox rescue: -7%

# The results go on:
Compound,aSyn tox rescue
CCCn1c(NCc2ccc(N(CC)CC)cc2)nc2ccccc21,-5%
COc1ccc(NC(=O)CN(C)C(=O)CNC(=O)c2ccc3c(c2)OCO3)cc1,-2%
COc1ccc(/C=N/NC(=O)CNC(=O)c2ccc(S(=O)(=O)N3CCOCC3)cc2)c(OC)c1,14%
O[C@@H]1CN(CC2CCCCC2)[C@@H](c2ccccc2)C[C@H]1n1cc(C2CC2)nn1,6%
O=C1C2C3C=CC(C3)C2C(=O)N1Nc1ccccc1 (configuration not stated),-2%
O=C(c1ccc(-c2ccc(Cl)cc2Cl)o1)N1CCOCC1,4%
CCOC(=O)N1CCC(NC(=O)c2cccc3c2C(=O)N(c2ccc(OC)cc2)C3)CC1,3%
CCOc1ccc(C(=O)N[C@H](C(=O)NC2CCCCC2)C(C)C)cc1,4%
COc1cccc(CNc2nc(C(F)(F)F)nc3ccccc23)c1,5%
Cc1ccc(C(=O)NNC(=O)CSc2nnc(C(C)C)n2C)cc1,-2%
CCCN1CNC(=S)N(c2cccc(C)c2)C1,-1%
COc1ccc(CCNC(=O)CCCCCn2c(=O)[nH]c3cc(OC)c(OC)cc3c2=O)cc1OC,-11%
CCOC(=O)N1CCC(=NNC(=O)c2ccc(O)cc2)CC1,1%
COc1ccc(OC)c(NC(=O)C(Cc2ccccc2)NS(=O)(=O)c2ccc3c(c2)CCC(=O)N3)c1 (configuration not stated),-2%
Cc1ccc2c(c1)C1CN(C)CCC1N2Sc1ccccc1[N+](=O)[O-] (configuration not stated),1%
Cc1ccc(-c2nn(C)c(=O)c3ccccc23)cc1CN1CCCCC1,0%
Cn1cc(S(=O)(=O)N2CCCC2)cc1C(=O)NCc1ccccc1,-4%
COc1ccc(NC(=O)C2CCN(S(=O)(=O)c3ccc4[nH]c(=O)ccc4c3)CC2)c(OC)c1,0%
CCCCn1c(N)c(N(CC(C)C)C(=O)c2ccc(-n3c(C)ccc3C)cc2)c(=O)[nH]c1=O,5%
COc1ccc(NC(=O)Cn2c(=O)n(Cc3nc(C)no3)c(=O)c3cc4c(cc32)OCO4)cc1,9%
Oc1ccc2nnc3c(Br)cnn3c2c1,-12%
COc1ccc(NC(=S)Nc2ncccc2C)cc1OC,-2%
COc1ccc(Br)cc1CNC(=O)c1cc2ccccn2n1,6%
O=c1nc(N/N=C/c2c[nH]c3ccccc23)cn[nH]1,-1%
O=C(CCN1C(=O)c2ccccc2S1(=O)=O)NCc1ccccc1,-5%
Cn1c(C(=O)N2CCCC(C(=O)N3CCN(c4ccccc4)CC3)C2)cc2sccc21 (configuration not stated),6%
COC(=O)C[C@H]1C[C@H]2c3cc(NC(=O)C4CCOCC4)ccc3O[C@H]2[C@H](CO)O1,3%
CCn1c(CSCc2c(Cl)cccc2Cl)n[nH]c1=S,-2%
COc1ccc(S(=O)(=O)N(CC(=O)Nc2cc(Cl)ccc2C)Cc2ccccc2)cc1OC,2%
Cc1ccc(NC(=O)C2Cc3ccccc3CN2C(=O)c2ccco2)cc1S(=O)(=O)N(C)C (configuration not stated),3%
COc1ccc(Nc2nnc(-c3ccc(C)c(S(=O)(=O)NCCO)c3)c3ccccc23)cc1C(N)=O,-4%
COc1ccc(OC)c(C2=NS(=O)(=O)N(C)C(C(=O)Nc3ccc(F)cc3F)=C2)c1,3%
COc1ccc(C(=O)NC2(C(F)(F)F)NC(=O)N(CCCc3ccccc3)C2=O)cc1OC (configuration not stated),13%
CCOc1ccccc1CNC(=O)C1CCN(S(=O)(=O)N2CCC(C)CC2)CC1,-1%
Cn1ccc(CC(=O)N2CCC(N3CCC(C(=O)N4CCCC4)CC3)CC2)c1,8%
COc1ccccc1OCC(=O)Nc1nc2c(s1)CC(C)CC2 (configuration not stated),7%

# Three compounds from above, ordered by heavy-atom count, smallest number first:
Compound,aSyn tox rescue
COc1ccc(OC)c(C2=NS(=O)(=O)N(C)C(C(=O)Nc3ccc(F)cc3F)=C2)c1,3%
COc1ccc(S(=O)(=O)N(CC(=O)Nc2cc(Cl)ccc2C)Cc2ccccc2)cc1OC,2%
COc1ccc(Nc2nnc(-c3ccc(C)c(S(=O)(=O)NCCO)c3)c3ccccc23)cc1C(N)=O,-4%

# (continued)
Compound,aSyn tox rescue
Cc1ccc2nc(NC(=O)C3CSC4(C)CCC(=O)N34)sc2c1 (configuration not stated),9%
COc1ccc(C2CC(=O)N(Cc3ccc(C)cc3)c3c2c(C)nn3-c2nc(C)cc(C)n2)c(OC)c1 (configuration not stated),0%
COc1ccc(S(=O)(=O)N(C)[C@H]2C[C@H]3c4cc(Oc5ccccc5C)ccc4CCN3C(=O)[C@H]2[C@H](C)O)cc1,-1%
CCOC(=O)c1c(C)oc2ncnc(Nc3ccc(OCC)cc3)c12,2%
Cc1ccc(S(=O)(=O)N2CCC(C(=O)OCC(=O)N(C)Cc3ccccc3)CC2)cc1C,0%
O=C(c1ccc(Cl)c(S(=O)(=O)N2CCOCC2)c1)N1CCCC1,4%
CC(C)NC(=O)CCC(=O)N1Cc2ccccc2Oc2ncccc21,-11%
O=C(CNS(=O)(=O)c1cccc(Br)c1)NCCCc1ccccc1,11%
CC1CCCCN1C(=O)CSc1n[nH]c(-c2ccccc2)n1 (configuration not stated),1%
O=C(NCc1cccnc1)C(=O)NCC1OCCN1S(=O)(=O)c1ccc(F)cc1 (configuration not stated),0%
O=C(N/N=C/c1ccncc1)c1ccc2c(c1)OCO2,-26%
COc1ccc(-c2cn3nc(N4CCC(C(=O)Nc5ccc(C)cc5)CC4)sc3n2)cc1,-12%

# Additional entries follow.
Molecule,aSyn tox rescue
O=C(COC(=O)Cn1cnc2ccccc2c1=O)NCc1ccccc1,-5%
COCc1cc(C)nc(SCC(=O)Nc2nc(C)cs2)c1C#N,9%
O=c1c2ccccc2sn1-c1ccccc1F,-81%[inhibitor]
Cc1ccc2oc(=O)n(CCNC(=O)Nc3ccc(Cl)cc3)c2c1,-4%
CCOc1ccc(NC(=O)c2ccc(F)c(S(=O)(=O)N3CCCC3)c2)cc1,7%
COc1ccc2c(c1)c1c(c(=O)n(-c3ccc(F)c(Cl)c3)c(=O)n1CC(=O)N1CCCC1)n2C,-3%
COc1ccccc1NC(=O)N(C)C[C@@H]1OCc2cnnn2CCCC(=O)N([C@H](C)CO)C[C@@H]1C,-1%
Cc1c(O)ccc2c(CN(C)Cc3ccccc3)cc(=O)oc12,-50%[inhibitor]
CN(C)c1ccc(NC(=O)CSC2=Nc3ccccc3C3=NC(CCC(=O)NCc4cccs4)C(=O)N23)cc1 (configuration not stated),21%
Cc1cccc(C)c1Nc1sc(C(=O)c2ccccc2)c(N)c1S(=O)(=O)c1ccccc1,7%
O=C1CCCN1CCCNC(=S)Nc1ccc(F)c(Cl)c1,-10%
Cc1ccc(Cl)cc1N1CCN(C(=O)c2ccc3nc(N4CCC(C)CC4)sc3c2)CC1,5%
CCOC(=O)c1sc(NC(=O)C(C)Sc2nc(N)cc(=O)[nH]2)nc1C (configuration not stated),-2%
COc1ccccc1NC(=O)c1ccc2c(Cl)c3c(nc2c1)CCCC3,-6%
Nc1nc(SCC(=O)N2CCCCCC2)[nH]c(=O)c1NC(=O)c1ccco1,3%
Nc1nonc1-n1nnc(C(=O)N/N=C/c2ccccc2Cl)c1CSc1ccccc1,-4%
CCOc1ccccc1C(=O)Nc1ccc(-n2nncc2-c2ccccc2)cc1,-18%
CS(=O)(=O)c1ncc(N(Cc2ccco2)Cc2cccs2)c(C(=O)Nc2ccccc2F)n1,-4%
O=C(COc1cccc(Cl)c1)N1CCC(c2nc3ccccc3o2)CC1,4%
COC(=O)CCCCCn1c(-c2ccccc2)cn2c3c(=O)n(C)c(=O)n(C)c3nc12,-9%
Cc1cccnc1NC(=O)CN1C(=O)c2ccccc2S1(=O)=O,5%
C=CCNC(=O)C12CCC(C)(C(=O)[C@H]1Br)C2(C)C (some centres not stated),-6%
Cc1cc(C(=O)COC(=O)c2cc(Cl)ccc2N)c(C)n1Cc1ccco1,12%
COc1ccc(-c2nnn3c2nc(NCc2ccccc2)c2ccccc23)cc1,2%
O=C(CN1C(=O)c2cccnc2Oc2ccc(Cl)cc21)NCCc1ccccc1,1%
COc1ccc(CC(=O)Nc2cc(Cl)ccc2N2CCCC2)cc1,6%
CC(=O)Nc1ccc(NC(=O)C(C)OC(=O)c2cc(S(=O)(=O)N3CCOCC3)ccc2Cl)cc1 (configuration not stated),-2%
COc1ccc(CN(C)C[C@@H]2OCCCC[C@@H](C)Oc3ccc(N(C)C)cc3C(=O)N([C@H](C)CO)C[C@@H]2C)cc1,10%
O=C1C2CCCCC2C(=O)N1c1ccc(NC2CCN(Cc3ccccc3)CC2)c([N+](=O)[O-])c1 (configuration not stated),-6%
CCOC(=O)c1cc2c(=O)n3ccccc3nc2n(CC2CCCO2)c1=NC(=O)c1ccc(OC)cc1OC (configuration not stated),8%
COc1ccc(CNC(=O)Cc2c(C)c3c(O)cc(C)cc3oc2=O)cc1,5%
C[C@H]1CN(CCc2ccccc2)C(=O)[C@@H]1CC(=O)Nc1ccc(Br)cc1,2%
CN(Cc1c(C(=O)N/N=C/c2c(F)cccc2Cl)nnn1-c1nonc1N)C1CCCCC1,-7%
CC1CN(C(=O)CCC(=O)NCc2cccs2)c2cc(Cl)ccc2O1 (configuration not stated),-1%
COCCCNC(=O)CCC(=O)NNc1nc2ccccc2c2nc(-c3ccccc3)nn12,7%&4%
Cc1ccc(Cc2c(C)nc3nc(SCC(=O)NCCC(C)C)nn3c2C)cc1,-3%
O=C(Nc1cccc(S(=O)(=O)NC2=NCCCCC2)c1)c1cc(-c2ccco2)nc2ccccc12,0%
CCOC(=O)C1=C(COC(=O)/C=C/c2ccc(F)cc2)NC(=O)NC1C (configuration not stated),2%
Cc1cccc(NC(=O)C2CCC(CNS(=O)(=O)c3ccc(Br)s3)CC2)c1 (configuration not stated),-1%
Cc1ccc(N2CC(C(=O)Nc3ccc(S(=O)(=O)NCC4CCCO4)cc3)CC2=O)cc1C (configuration not stated),7%
Cc1noc(NS(=O)(=O)c2ccc(NC(=O)/C=C/c3ccc(Cl)cc3Cl)cc2)c1C,-8%

# Some of the compounds tested, so the mix of outcomes need not match the whole.
